High-throughput results as filed in PubChem BioAssay.
ASM inhibitor – Inhibitors of Secretory Acid Sphingomyelinase (S-ASM): qHTS. placental ASM, HMU-PC fluorogenic substrate, 60 min. AID 504937, 2011. Sphingomyelin phosphodiesterase (Homo sapiens), P17405. Potency, µM (series often up to 57.5 µM), without a hit: at the top dose activity change, negative = inhibition, hits mostly inhibitors. 0.006% of 340,000 active; further: potency means the concentration at half of the fitted maximal effect
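Human placenta-derived ASM preincubated with compound 10 min at room temperature, then reacted with 9 uM (final) fluorogenic HMU-PC substrate for 60 min at 37 C. Stop solution raises pH to 10; fluorescence read at Ex 386/Em 447 nm.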
Menin MLL FP TR – qHTS Assay for Inhibitors Targeting the Menin-MLL Interaction in MLL Related Leukemias: Competition With Texas Red Labeled MLL-derived Mutant Peptide; Menin + Texas Red MLL mutant peptide, fluorescence polarization; Potency, µM (top dose mostly 61.6 µM), inactives show top-dose FP activity change, negative = inhibition, actives largely listed as inhibitors; 0.23% of 270,000 active; active means well fitted inhibition curve with a large enough effect in the polarisation, with a control signal flat, not every such curve was filed as active; inconclusive means small, poorly fitted or top-dose-only effect, or effect the other way, or a change in a side signal; inactive means no such curve, though single readings can be large or run the other way; the % refers to the polarisation; further: potency means the concentration at half of the fitted maximal effect; % of control where 0% means no effect; many of its hits are not listed in these tables
Giardia kill – Small Molecules that selectively kill Giardia lamblia: qHTS; activity change, % at 7.66 µM, hits read low; 0.15% of 340,000 active; Giardia lamblia trophozoite viability; AID 540267, 2011; in the data active means activity change below about -80%; inconclusive means between about -30% and that limit;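 further: parasites exposed to compound for two days anaerobically before the ATP read; on the % scale 0 is the no-effect control and ±100 the full control effect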
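Compounds were tested on trophozoites seeded at 100 cells/well and held 48 hrs at 37 deg C anaerobically. An ATP-based luminescent kit measured the remaining live cells.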
B2AR arrestin – qHTS assay of beta-arrestin-biased ligands of beta2-adrenergic receptor. beta-arrestin recruitment to beta2AR, cell-based reporter. 0.02% of 330,000 active. Potency, µM (highest dose often 46.1 µM), for inactives: at the highest dose activation, most hits filed as activators. AID 492947, 2010;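 further: potency means the concentration at half of the fitted maximal effect; 0% = DMSO controls and full agonism = EC100 isoproterenol or metaproterenol; nearly all actives have a fitted effect of over 65% in size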
Target sequence (P07550 whole entry, looked up): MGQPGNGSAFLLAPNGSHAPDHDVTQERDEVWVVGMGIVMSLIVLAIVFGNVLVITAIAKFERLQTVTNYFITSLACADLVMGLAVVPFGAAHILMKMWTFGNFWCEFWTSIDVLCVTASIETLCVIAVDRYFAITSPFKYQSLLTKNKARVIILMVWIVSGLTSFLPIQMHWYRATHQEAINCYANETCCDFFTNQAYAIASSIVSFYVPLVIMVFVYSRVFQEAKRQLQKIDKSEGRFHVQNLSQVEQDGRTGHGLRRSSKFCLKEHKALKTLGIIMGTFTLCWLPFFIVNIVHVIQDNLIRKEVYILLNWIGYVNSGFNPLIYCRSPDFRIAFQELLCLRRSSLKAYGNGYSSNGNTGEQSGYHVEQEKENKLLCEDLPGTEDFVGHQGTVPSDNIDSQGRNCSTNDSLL
Tb PFK inh – qHTS Assay to Find Inhibitors of T. brucei phosphofructokinase. ATP-dependent 6-phosphofructokinase (Trypanosoma brucei brucei), O15648. T. brucei PFK, ADP-Glo luminescence. Potency, µM (top dose mostly 57.5 µM), without a hit: at the highest dose activity, negative = inhibition, actives largely listed as inhibitors. 0.17% of 330,000 active. AID 485367, 2010;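 further: potency means the concentration at half of the fitted maximal effect; 0% = uninhibited 1x PFK enzyme wells and -100% = no-enzyme wells; nearly all actives have a fitted effect of over 60% in size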
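Luminescent ADP detection (ADP-Glo, two-step: ATP depletion then ADP-to-ATP conversion for luciferase) reported PFK activity after 45 min room-temperature reaction of 1.25 nM enzyme with 0.5 mM F6P and 0.1 mM ATP at pH 8.0.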
GALK inh – qHTS Assay for Inhibitors of Human Galactokinase (GALK). P51570. Purified GALK, Kinase-Glo residual ATP luminescence. Potency, µM (top dose mostly 57.5 µM), for the others: at the top dose activity change, negative = inhibition, actives largely listed as inhibitors. 0.007% of 270,000 active. AID 1868, 2009; further: potency means the concentration at half of the fitted maximal effect; on the % scale 0 is the no-effect control and ±100 the full control effect
Target sequence (P51570 whole entry, looked up): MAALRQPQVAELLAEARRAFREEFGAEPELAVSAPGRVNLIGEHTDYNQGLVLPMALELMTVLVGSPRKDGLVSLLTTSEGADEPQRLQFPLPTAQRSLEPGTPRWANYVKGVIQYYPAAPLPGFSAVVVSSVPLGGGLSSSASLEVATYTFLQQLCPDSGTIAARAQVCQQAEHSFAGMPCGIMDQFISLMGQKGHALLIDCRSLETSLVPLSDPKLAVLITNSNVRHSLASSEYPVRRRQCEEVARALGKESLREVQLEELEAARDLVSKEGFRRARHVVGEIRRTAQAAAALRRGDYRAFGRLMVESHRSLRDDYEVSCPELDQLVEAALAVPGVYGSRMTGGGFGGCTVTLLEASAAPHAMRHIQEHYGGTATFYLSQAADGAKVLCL
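ATP-depletion format; final 35 uM ATP, 100 uM D-galactose, 5 nM enzyme; pH 8.0 HEPES/Mg2+ buffer; 60 min RT; luminescence read 10 min after detection reagent.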
FBPA coupling cs – qHTS Assay for Inhibitors of Fructose-1,6-bisphosphate Aldolase from Giardia Lamblia: Coupling assay counterscreen; coupling enzyme system counterscreen, AmpLite Red fluorescence; activity change, negative = inhibition, % at 58.2 µM, hits read low; 0.67% of 290,000 active; AID 2472, 2010; in the data active means activity change below about -30%; further: on the % scale 0 is the no-effect control and ±100 the full control effect
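First, compound is pin-transferred into glyceraldehyde-3-phosphate coupling-enzyme reagent at 57.5 uM final and held 10 min at RT. Next, substrate, coupling system and AmpLite Red are added. After 20 min RT, fluorescence (525/598 nm) is read.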
BCR signal inh – qHTS Assay to Find Inhibitors of Chronic Active B-Cell Receptor Signaling; ABC-DLBCL IkBa-CBG/CBR reporter, luminescence ratio, 4 h; Potency, µM (titrated, usually from 46.1 µM), inactives show at the top dose ratio change, negative = lower green/red ratio, hits mostly inhibitors; 0.05% of 340,000 active; active means well fitted inhibition curve with a large enough effect in the signal ratio, with a control signal flat, not every such curve was filed as active; inconclusive means small, poorly fitted or top-dose-only effect, or effect the other way, or a change in a side signal; the % refers to the signal ratio;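 further: potency means the concentration at half of the fitted maximal effect; plate controls were basal doxycycline-induced cells for no effect and cells given 10 µM MG132 for full effect; MG132 reads +100%, hits lower the ratio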
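Doxycycline induced both beetle luciferases in TMD8 lymphoma cells; IKK-driven degradation limits the IkappaBalpha-fused green signal, while red luminescence normalises for cell number and nonspecific effects. Compounds tested up to 46 uM, 4 hrs.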
Integrin act MD – qHTS for Activators of Integrin-Mediated Alleviation for Muscular Dystrophy. 0.064% of 350,000 active. alpha7betagal myoblasts, beta-gal FDG fluorescence, 48 h. AID 624291, 2012. Potency, µM (highest dose often 38.3 µM), for the others: at the top dose activation, actives largely listed as activators;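 further: potency means the concentration at half of the fitted maximal effect; 100% = response of the positive control SU9516; nearly all actives have a fitted effect of over 60% in size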
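alpha7betagal+/- myoblasts (passage 13, 250/well) treated 48 h at 37C with compounds at 1:260 dilution of DMSO stock. Lysed, then beta-galactosidase activity read as FDG fluorescence (ex 480/em 540) after 30 min, with pre-read for autofluorescence.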
PTAP TSG101 blk – qHTS Assay for Iinhibitors of HIV-1 Budding by Blocking the Interaction of PTAP/TSG101 | Tumor susceptibility gene 101 protein (Homo sapiens), Q99816 | Fluorescence polarization, FITC-PTAP peptide / Tsg101 binding | Potency, µM (doses to about 115 µM), inactives show top-dose activity change, negative = inhibition, most hits filed as inhibitors | 340,000 tested, under 10 active; active means well fitted inhibition curve with a large enough effect in the main read-out, with a control signal flat, not every such curve was filed as active; inconclusive means small, poorly fitted or top-dose-only effect, or effect the other way, or a change in a side signal; inactive means no such curve, though single readings can be large or run the other way; further: potency means the concentration at half of the fitted maximal effect; % of control where 0% means no effect
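Fluorescence anisotropy tracks displacement of a FITC-tagged PTAP peptide (50 nM) from the Tsg101 binding domain (10 uM), following a 20 min room-temperature incubation at pH 7.5.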
PKM2 act – qHTS Assay for Activators of Human Muscle isoform 2 Pyruvate Kinase. 0.34% of 260,000 active. Pyruvate kinase PKM (Homo sapiens), P14618. AID 1631, 2009. purified PKM2, Kinase-Glo ATP luminescence, activation; response scale: 0% is enzyme alone, no compound. Potency, µM (titrated, usually from 57.5 µM), inactives show at the highest dose activation, usual class: activators; further: potency means the concentration at half of the fitted maximal effect; on the % scale 0 is the no-effect control and ±100 the full control effect; nearly all actives have a fitted effect of over 55% in size
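hPK-M2, >95% pure; 0.1 mM ADP / 0.5 mM PEP final; imidazole pH7.2 buffer w/ 7 mM MgCl2, 50 mM KCl; 1 h RT; Kinase-Glo lum. Intermediate enzyme activity for dual inhibitor/activator qHTS.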
The depositor's hits bear a star; i = inactive; u = inconclusive; x = not tested or not shown; & = joins results of further samples; [ ] = another dose, or the depositor's remark. Unless noted, the call rests on the fitted dose curve; in most records, active means well fitted curve in the direction sought with a large enough effect; inconclusive means small, poorly fitted or top-dose-only effect, or another doubt; inactive means no such curve, though single readings can be large; an effect the other way counts as inactive or inconclusive.

No.	molecule	ASM inhibitor	Menin MLL FP TR	Giardia kill	B2AR arrestin	Tb PFK inh	GALK inh	FBPA coupling cs	BCR signal inh	Integrin act MD	PTAP TSG101 blk	PKM2 act
1	O=C(N/C(=C/c1ccc(F)cc1)C(=O)N1CCOCC1)c1ccccc1	-0.8%	6.3%	2.8	0.0%	-6.5%	2.1%	0.4	7.7%	18.3%	-1.4%	1.7%
2	COc1cc(C(=O)OCC(=O)c2ccc(S(=O)(=O)N3CCCCC3)cc2)cc(OC)c1OC	-0.1%	x	4.1	-2.1%	-2.2%	x	x	0.0%	3.4%	-6.8%	x
3	CN1/C(=C\P(=O)(N(C)C)N(C)C)C(C)(C)c2ccccc21	0.6%	u	-5.7	-0.2%	-6.9%	-1.3%	-0.6	0.3%	-49.2%[inhibitor]	6.2%	0.4%
4	CCC(=O)Nc1nc2c(s1)COc1ccccc1-2	-0.2%	u	-6.3	0.2%	1.4%	0.7%	-2.2	u	-18.9%	-1.4%	2.7%
5	COc1ccc(NC(=O)CN(C)S(=O)(=O)c2ccc3c(c2)CCCN3C(C)=O)cc1	2.1%	u	6.9	0.5%	-2.1%	3.6%	3.4	-2.1%&16.0%	-14.9%	-1.4%	-0.4%
6	CN(CC(=O)NCc1ccccn1)S(=O)(=O)c1ccc(F)cc1	4.9%	12.4%	-6.4	-0.8%	3.6%	-1.6%	0.7	-5.5%	14.6%	2.3%	-3.9%
7	CN(C)c1ccc(NS(=O)(=O)c2ccc(-c3csnn3)cc2)cc1	-1.8%	x	-6.6	0.2%	-3.1%	-0.1%	0.7	u	8.8%	-1.7%	17.3%
8	Fc1cc(F)c(F)c(SCn2cc(Br)cn2)c1F	0.5%	x	-11.8	-0.5%	-2.6%	x	x	-0.6%	-7.1%	-0.4%	x
9	O=C(N[C@@H](c1ccccc1)[C@@H]1C[C@H]1C(=O)O)OCc1ccccc1	-1.1%	0.0%&14.1%	-0.6	-1.0%	-5.0%	x	5.7&11.7	0.1%	-6.2%	0.5%	3.4%&-2.0%
10	COP1(=O)C[C@@H](O)[C@@H](O)[C@@H](COCc2ccccc2)O1 (stereo partly drawn)	2.7%	x	-14.8	-0.1%	1.0%	-0.3%	4.9	-0.2%	19.0%	-1.3%	1.5%
11	COc1ccc(CC(=O)N/N=C(\C)c2cccnc2)cc1OC	-1.6%	5.5%	-3.9	0.3%	2.3%	-2.4%	-1.1	-1.4%	-10.7%	0.4%	-3.7%
12	Cc1cc(C)c(C)c(S(=O)(=O)N2CCN(C(=O)c3cc(=O)[nH]c4ccccc34)CC2)c1C	-11.5%	-19.6%	3.4	0.2%	5.1%	-2.7%	1.8	u	2.1%[7.66 µM]	-9.3%	-1.2%
13	COc1ccc(OCCN(C)Cc2c(O)ccc3ccccc23)cc1	6.3%	52.3%[activator]	-10.4	0.0%	0.5%	0.4%	-10.9	u	-14.1%	-2.8%	5.9%
14	COc1ccc(OCCc2nnc(N)s2)cc1	0.5%	-1.2%	10.3	-0.1%	3.6%	-5.0%	-3.3	-6.7%	-10.4%	-1.7%	-1.7%
15	COc1cccc2sc3cc(NCC[C@@H]4CCCN4C)ccc3c(=O)c12	i	x	5.3	-0.6%	-0.2%	x	x	u	-34.7%	x	x
16	COc1ccc(N2C(=O)C3CCCN3C2c2ccc(C)o2)cc1Cl (stereo not drawn)	1.7%	8.4%	-7.7	-0.2%	-0.5%	1.8%	0.3	1.3%	-19.0%	-3.4%	2.0%
17	COCCNC(=O)C1Cc2cc(S(=O)(=O)N3CCCC3)ccc2N1C(C)=O (stereo not drawn)	-2.0%	x	-12.1	0.3%	3.4%	-0.4%	x	-11.7%	9.9%	-1.8%	x
18	Cc1ccccc1-n1ncc2c1CC(C)(C)CC2NC(=O)CCC1=NNC(=O)CC1 (stereo not drawn)	3.9%	x	-21.5	0.3%	0.0%	-6.8%	x	4.1%	2.0%	-4.4%	x
19	c1ccc(Nc2ccc(-n3ccnc3)nn2)cc1	2.6%	-12.6%	u	0.1%	0.0%	-3.1%	1.0	1.7%	6.8%	-4.5%	-1.0%
20	CCCn1nnnc1SCC(=O)c1ccc(NC(C)=O)cc1	-1.3%	-12.6%	-10.4	-0.7%	-5.2%	2.8%	1.4	-10.8%	3.7%	-2.7%	18.6%
21	O=C1NC(NS(=O)(=O)c2ccc(Cl)cc2)(C(F)(F)F)C(=O)N1CCc1ccccc1 (stereo not drawn)	-2.7%	x	-4.2	0.0%	-2.9%	-1.9%	1.3	8.7%	-6.6%	-7.4%	-10.8%
22	CCOC(=O)Cc1csc(NC(=O)Nc2ccc(OC(F)(F)F)cc2)n1	1.8%	x	-18.3	-0.9%	0.3%	-0.7%	-2.7	u	-4.3%	-1.0%	-1.1%
23	CN(C)CCCNCCCCNC(=O)/C=N/O	-0.9%	0.1%	-11.5	-0.8%	-7.0%	-1.1%	-2.4	0.1%	-5.4%	-0.3%	4.3%
24	CC(C)CNC(=O)CN(c1ccccc1)S(=O)(=O)c1ccccc1[N+](=O)[O-]	-5.5%	-21.0%	-29.4	-0.2%	-3.6%	-0.5%	-5.8	10.3%	-1.1%	-1.6%	x
25	O=C(Oc1ccc(C(=S)N2CCOCC2)cc1)c1cccc(Cl)c1	0.5%	6.1%	20.2	-0.1%	-2.5%	-1.2%	1.5	u	18.3%	-0.4%	-5.6%
26	CC(=O)N1c2ccc(S(=O)(=O)NCC3CCC(C(=O)NC4CCCCC4)CC3)cc2CC1C (stereo not drawn)	10.4%	-17.1%	-0.1	0.0%	-0.4%	-0.4%	5.7	-3.7%	29.4%	-1.5%	x
27	CN(C)c1ccc(C(=O)N/N=C/c2cc(Br)cc(Br)c2O)cc1	160.0%[activator]	x	-9.1	0.1%	-1.1%	3.0%	2.4	1.0%	-15.8%	1.9%	-6.9%
28	COCc1cc(Sc2ccc(Cl)cc2)nc(-c2ccccc2)n1	-5.8%	15.5%	-5.8	0.2%	-9.6%	1.8%	-0.1	2.1%	12.1%	-4.0%	-0.8%
29	COc1ccc(C(=O)Nc2nc3ccccc3[nH]2)cc1S(=O)(=O)N1CCOCC1	-2.7%	1.5%	-13.7	0.0%	-0.8%	12.5%	-0.1	1.5%	3.9%	-4.8%	14.6%
30	Cc1cc(C(=O)Nc2ccccc2C#N)n(-c2ccccc2)n1	-7.8%	8.0%	8.6	-0.3%	-10.9%	-3.7%	3.9	-4.5%	3.1%	-7.2%	0.6%
31	COc1ccc(NC(=O)COC(=O)c2ccncc2)c(OC)c1	7.4%	1.2%	26.8	0.1%	-1.9%	13.4%	-1.4	1.3%	13.7%	-1.3%	3.2%
32	O=S(=O)(O)c1nnc2sc3ccccc3n12	1.7%	-12.2%	-5.2	0.2%	2.7%	0.7%	6.9	0.1%	6.5%	-5.5%	-6.6%
33	Clc1ccc(CN(Cc2ccc(Cl)cc2)c2nn[nH]n2)cc1	-8.2%	-2.9%	-22.7	-0.6%	-25.4%	-3.1%	4.2	2.6%	3.9%	-4.0%	x
34	Cc1ccc(C)c(-n2sc3ccc(F)cc3c2=O)c1	2.3%	x	10.5	-0.8%	3.01µM*	x	x	u	-38.2%	-1.3%	x
35	Cc1nc2ccccc2n1Cc1n[nH]c(=S)n1-c1ccc(Cl)cc1	2.1%	11.2%	32.5[activator]	0.3%	0.5%	2.6%	2.8	-2.1%	8.0%	-5.0%	-19.8%
36	COc1ccc(CCNC(=O)CSc2nc3scc(-c4ccccc4)c3c(=O)[nH]2)cc1	-0.6%	x	-7.5	-0.3%	-2.6%	x	x	0.5%	0.4%	-1.7%	x

A portion of the library, so the mix of outcomes need not match the whole.
